# Screens: PubChem, several laboratories
# Spn DPM-DC inh = S. pneumoniae DPM-DC inhibitors, primary screen, biochemical, PK/LDH-coupled NADH fluorescence. diphosphomevalonate decarboxylase (Streptococcus pneumoniae D39). purified DPM-DC. calls only at 10 µM. 65,000 tested, 0.49% active. AID 556, 2006;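 active = the 320 compounds with the highest percent inhibition in the single-dose primary screen, excluding strongly autofluorescent ones, cut at about 32% in these data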;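 also: kinetic rate of NADH fluorescence loss reporting ADP formed by the decarboxylase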
# Spn PMK inh = S. pneumoniae PMK inhibitors, primary screen, biochemical, mevalonate pathway, pilot trial included; phosphomevalonate kinase (Streptococcus pneumoniae D39); purified PMK, PK/LDH-coupled NADH absorbance 340 nm; inhibition, % at 10 µM; 65,000 tested, 0.49% active; AID 539, 2006;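 active = top-ranked compounds by inhibition in the single 10 µM screen, taking a fixed number of the strongest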;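 also: 0% = full reaction with DMSO carrier and 100% = background rate without enzyme reaction; no value below 0 was filed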
# LYP phosphatase = LYP phosphatase inhibitors, primary screen, biochemical, DiFMUP fluorescence, recombinant catalytic domain, 10 µM (AID 606); Tyrosine-protein phosphatase non-receptor type 22 (Homo sapiens); recombinant LYP catalytic domain, DiFMUP fluorescence; higher % means a stronger effect; inhibition, % at 10 µM; hits with a dose series show IC50 in µM; 52,000 tested, under 10 active;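 active = IC50 under 40 µM in the dose-response test; inactive = IC50 of 40 µM or more, or never dose-tested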
# Alkaline phosphatase = human TNAP enzyme inhibitors, biochemical, luminescent (AID 518) | purified TNAP enzyme, luminescent substrate readout; higher % means a stronger effect | inhibition, % at 20 µM, or IC50 in µM where a hit was titrated | 64,000 tested, 0.09% active; in the data active = a potency from the dose series; inactive = the rest, 99 in 100 with inhibition below about 22%;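 also: plate controls were vehicle for no effect and reference inhibitor for full effect; many of its hits are not listed in these tables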
# HPDE-C7 cytotoxicity = cytotoxicity in HPDE-C7 cells, cell-based, fluorescence, HTS (AID 430). 63,000 tested, 1.8% active. one-dose cytotoxicity, % at 10 µM; EC50 in µM for titrated hits. HPDE-C7 pancreatic duct cells viability, fluorescence; higher % means a stronger effect;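 also: cells exposed to compound for 48 hours before viability readout; 0% = vehicle and 100% = reference cytotoxic drug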
# HT1080 cytotoxicity = cytotoxicity in HT1080 fibrosarcoma cells, cell-based, fluorescence readout (AID 620) | HT1080 viability, fluorescence; higher % means a stronger effect | cytotoxicity, % at 10 µM, or EC50 in µM where a hit was titrated | 87,000 tested, 0.42% active;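 also: cells exposed to compound overnight then 4 h with Alamar Blue; 0% = vehicle DMSO and 100% = killing control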
# KRASV12 cytotoxicity = cytotoxicity in KRAS-transformed pancreatic duct cells, primary screen, cell-based, fluorescence, HTS (AID 431); HPDE-C7K KRASV12 cells, Alamar Blue viability, 48 h; higher % means a stronger effect; cytotoxicity, % at 10 µM; hits with a dose series show EC50 in µM; 63,000 tested, 1.7% active;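 active = compounds whose percent cytotoxicity in the single-dose primary screen, scaled between solvent and toxic-drug controls, exceeds 50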;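 also: 0% = DMSO solvent wells and 100% = doxorubicin-treated wells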
# Spn MK inh = S. pneumoniae MK inhibitors, primary screen, biochemical, PK/LDH-coupled NADH absorbance; mevalonate kinase [Streptococcus pneumoniae D39]; purified MK, PK/LDH-coupled NADH absorbance 340 nm; inhibition, % at 10 µM; 65,000 tested, 0.48% active;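 active = ranked among the strongest by inhibition in the single 10 µM screen, a fixed top-ranked set picked for dose follow-up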; also: no value below 0 was filed
# Bfl-1 inhibitors = Bfl-1 inhibitors, primary screen, biochemical, fluorescence polarization, FITC-Bid, mouse (AID 432); 64,000 tested, 0.02% active; displacement, % at 20 µM, or IC50 in µM where a hit was titrated; FITC-Bid BH3 peptide fluorescence polarization displacement; higher % means a stronger effect; in the data active = a potency from the dose series; inactive = the rest, 99 in 100 with displacement below about 15%; also: strong numbers were not always called active
# Spn PMK inh pilot replicates = further read-out of Spn PMK inh, marked with its call; inhibition, %; measured here: pilot screen replicates
# Spn MK inh pilot replicates = further read-out of Spn MK inh, marked with its call; inhibition, %; measured here: pilot screen replicates
# Spn DPM-DC inh pilot screen % = further read-out of Spn DPM-DC inh, marked with its call; inhibition, %; measured here: pilot screen trials
# * hit, by the source's call; i = inactive; . = no result given; + = active, no number. Rule as the data show it, unless noted: active = cytotoxicity above about 50%; inactive = the rest.
SMILES,Spn DPM-DC inh,Spn PMK inh,LYP phosphatase,Alkaline phosphatase,HPDE-C7 cytotoxicity,HT1080 cytotoxicity,KRASV12 cytotoxicity,Spn MK inh,Bfl-1 inhibitors,others
Cn1c2c(c(=O)n(C)c1=O)C(NS(=O)(=O)c1ccccc1)(C(F)(F)F)C(=O)N2 (centres undefined),i,13.0,12.3%,3.6%,-12.4%,3.1%,4.9%,0.0,-2.9%,
Cc1ccc(NS(=O)(=O)c2ccc(NC(=O)C3CCCO3)cc2)cc1 (centres undefined),i,6.0,0.1%,13.1%,.,1.6%,.,5.0,0.9%,
CCC(=O)c1ccc(OCC(O)CN2C(=O)NC(C)(C)C2=O)cc1 (centres undefined),i,6.0,3.0%,11.0%,0.0%,-7.3%,2.0%,6.0,-8.1%,
Cc1ccc(N2CC(C(=O)NCc3ccc4c(c3)OCO4)CC2=O)cc1C (centres undefined),i,0.0,-18.6%,11.2%,0.3%,3.3%,0.4%,1.0,1.2%,
CCc1ccccc1NC(=O)C(Cc1cccc(OC)c1OC)c1nn[nH]n1 (centres undefined),i,11.0,-0.9%,10.2%,-6.0%,-4.2%,-1.3%,11.0,-5.3%,
C=CCn1c(SCC(=O)c2cc(C)n(Cc3cccs3)c2C)nnc1-c1ccncc1,i,0.0,-0.7%,5.1%,-13.2%,-6.6%,-12.0%,0.0,-11.6%,
COc1cc(Nc2nc(SCC#N)nc3ccccc23)cc(OC)c1OC,i,0.0,12.0%,-6.2%,3.1%,0.2%,8.0%,6.0,-3.3%,
Cc1cccc(-c2noc(CN(C(C)C)S(=O)(=O)c3ccc(F)cc3)n2)c1,i,0.0,9.2%,0.9%,6.2%,-0.6%,12.2%,8.0,-0.1%,
Clc1cccc(-c2nnc(SCc3nc4ccccc4[nH]3)n2Cc2ccco2)c1,i,9.0,-2.2%,0.5%,0.1%,-13.2%,9.0%,8.0,-1.1%,
CCNc1nc(NCC)n2c(SCc3nc4ccccc4c(=O)[nH]3)nnc2n1,i,10.0,5.6%,5.0%,-13.0%,-5.1%,8.1%,1.0,0.7%,Spn PMK inh pilot replicates=1.0;Spn MK inh pilot replicates=2.0;Spn DPM-DC inh pilot screen %=0.0
CCOc1ccc2[nH]cc(S(=O)(=O)c3ccc(F)cc3)c(=O)c2c1,i,3.0,1.1%,9.8%,6.5%,6.9%,-0.9%,11.0,-12.5%,
OCCSc1ncnc2c1oc1ccccc12,i,5.0,.,6.1%,-6.4%,15.8%,-3.6%,6.0,-5.9%,
Nc1cc(N)cc(-c2nc3ccccc3o2)c1,i,7.0,6.6%,23.0%,18.2%,-4.2%,15.3%,6.0,1.6%,Spn PMK inh pilot replicates=0.0;Spn MK inh pilot replicates=0.0;Spn DPM-DC inh pilot screen %=3.5
O=C(Nc1ccc(Oc2ccc(S(=O)(=O)N3CCOCC3)cn2)cc1)c1ccco1,i,9.0,5.2%,6.5%,2.4%,7.8%,-0.3%,4.0,-6.2%,
Cc1cccc(NC(=O)CC2CCC2)c1,i,0.0,-6.4%,14.3%,-11.2%,-3.6%,-4.6%,6.0,-1.1%,Spn PMK inh pilot replicates=1.5;Spn MK inh pilot replicates=0.0;Spn DPM-DC inh pilot screen %=0.0
CC(C)C(c1nnnn1C1CCCC1)N(C)C1CCCCC1 (centres undefined),i,8.0,8.7%,4.7%,-3.2%,-10.1%,1.1%,8.0,-1.7%,
Cc1nnc(SCc2cn3ccsc3n2)n(N)c1=O,i,9.0,1.5%,9.1%,0.2%,6.4%,-13.4%,10.0,-6.2%,Spn PMK inh pilot replicates=0.5;Spn MK inh pilot replicates=2.5;Spn DPM-DC inh pilot screen %=6.0
O=C(NCc1ccco1)c1cc(-c2ccco2)on1,i,18.0,9.2%,13.9%,4.5%,-3.2%,-7.8%,0.0,-1.0%,
Cc1cc(=O)oc2ccc(OCC(=O)N3CCC(C)CC3)cc12,+,6.0,-6.0%,5.5%,-11.6%,5.5%,11.2%,7.0,-0.9%,Spn PMK inh pilot replicates=1.5;Spn MK inh pilot replicates=1.0;Spn DPM-DC inh pilot screen %=12.0*
Cc1cccc(Nc2nc(N)nc(CN3CCC(C)CC3)n2)c1C,i,7.0,.,.,.,-3.9%,.,9.0,.,
CCc1ccc(CN2C(=O)CCC2(C)C(=O)NC2CCCC2)cc1 (centres undefined),i,17.0,6.8%,2.6%,.,0.5%,.,0.0,0.3%,
COc1ccc(OC(=O)c2ccncc2)cc1,i,1.0,1.0%,2.7%,-1.6%,7.7%,3.7%,2.0,-15.2%,
COC(=O)c1ccc(C2C(C(=O)OCC(C)C)=C(C)N=C3SCCC(=O)N32)cc1 (centres undefined),i,7.0,6.9%,13.6%,-14.0%,-2.3%,-4.4%,0.0,2.3%,
Cc1oc(C(C)(C)C)cc1C(=O)Nc1ccc(C(=O)O)cc1,i,14.0,4.4%,-1.4%,-3.6%,-5.2%,-3.0%,15.0,-3.8%,
Cc1ccc(CCNC(=O)NC(C)(C)C)cc1,i,0.0,-14.6%,-2.0%,-6.5%,-5.7%,4.1%,3.0,2.8%,
CCC(C)(C)n1nnnc1CN(Cc1cc2cc(OC)c(OC)cc2[nH]c1=O)C1CCCC1,i,10.0,10.4%,13.7%,0.1%,1.3%,1.3%,9.0,-6.8%,
COCc1cc(C)nc(N2CCc3ccccc32)c1C#N,i,0.0,11.9%,7.5%,-18.8%,2.0%,-6.7%,14.0,0.2%,
CCCn1c(=O)c2ccccc2n2c(Sc3nnnn3-c3ccccc3)nnc12,i,15.0,.,9.6%,-13.1%,-5.1%,-12.3%,0.0,-7.9%,
O=C1c2oc3ccccc3c(=O)c2C(c2cccnc2)N1CCCN1CCOCC1 (centres undefined),i,10.0,-9.2%,17.3%,-1.4%,-22.4%,-1.7%,8.0,4.9%,
Cc1ccc2cc(C#N)c(NCCNC(=O)C3CC3)nc2c1C,i,6.0,0.3%,2.3%,7.9%,11.7%,6.2%,10.0,-1.6%,
O=C(Nc1cccc(-c2nnc(-c3ccccc3)o2)c1)c1ccco1,i,15.0,12.1%,12.2%,-6.9%,-0.5%,3.5%,11.0,-3.3%,
O=C(CN(Cc1cccs1)C(=O)CSc1nnc(COc2ccccc2)o1)NC1CCCC1,i,13.0,8.2%,5.7%,3.7%,1.3%,-8.0%,5.0,-8.0%,
CN1C(=O)c2cccc(NC(=O)C3CCCCC3)c2C1=O,i,3.0,5.7%,-4.5%,-23.6%,.,-14.5%,4.0,-6.9%,
COc1ccc2c(c1)c1ncn(CCN3CCCC3)c(=O)c1n2C,.,10.0,6.5%,6.0%,-7.5%,5.5%,-6.3%,9.0,-11.6%,
COc1ccccc1NC(=O)C(C/C=C(\C)Cl)C(C)=O (centres undefined),i,2.0,10.3%,4.7%,-7.1%,.,-3.6%,8.0,-4.1%,
Cn1nnnc1SCC(=O)Nc1ccccc1N1CCOCC1,i,10.0,.,4.9%,-5.2%,-0.2%,-1.9%,6.0,-1.5%,
O=c1cc(C23CC4CC(CC(C4)C2)C3)[nH][nH]1,i,24.0,13.2%,16.6%,1.5%,12.3%,-8.2%,32.0,-7.2%,
CC(=O)/C(CN1CCCCC1)=N\O,i,5.0,5.4%,6.3%,0.1%,-1.0%,7.1%,0.0,1.2%,
CCCN1CCN(C(=O)CCCn2c(C)c3cnn(-c4ccccc4)c(=O)c3c2C)CC1,i,8.0,13.8%,5.2%,-3.2%,-6.4%,2.1%,4.0,-7.2%,
CC(=O)NCCc1cc2ccc(C)cc2[nH]c1=O,i,15.0,3.6%,11.2%,-12.8%,0.5%,-0.6%,0.0,-7.2%,
Cc1occc1C(=O)Nc1ccccc1C(=O)O,i,0.0,-2.5%,2.5%,1.4%,-2.7%,11.9%,1.0,4.2%,
CCC(CC)C(=O)Nc1cccc(C(=O)N2CCCC2)c1,i,4.0,6.8%,17.4%,-12.9%,-3.5%,-6.2%,9.0,-1.8%,
CCN(CC)CCNc1nc2c(c(=O)n(C)c(=O)n2C)n1C/C=C(/C)Cl,i,16.0,-11.4%,2.7%,-13.7%,-13.6%,-25.6%,4.0,-4.0%,
CCCNC1=C(C)C(=O)CC1,i,5.0,2.7%,18.6%,13.1%,-1.1%,15.5%,3.0,1.5%,
Cc1ccc(-c2nnc(SCC(=O)N3CCCC3)o2)cc1,i,7.0,.,9.6%,0.5%,2.3%,1.1%,1.0,4.8%,
O=S(=O)(Nc1ccccc1F)c1ccc2nsnc2c1,i,14.0,3.5%,18.4%,1.3%,0.2%,5.7%,2.0,2.4%,
O=C(NCC(c1cccnc1)N1CCN(c2ccc(F)cc2)CC1)C1CCCCC1 (centres undefined),i,21.0,-7.9%,2.2%,-11.4%,-1.4%,0.2%,1.0,-6.4%,
Cc1cnn(C(=S)NCc2ccc(Cl)cc2)c1,i,8.0,14.4%,10.4%,-9.0%,-0.2%,-0.6%,9.0,-2.8%,
O=C(O)CSc1ccc2ccccc2n1,i,6.0,-1.2%,17.3%,-4.4%,-2.9%,-1.3%,10.0,1.3%,Spn PMK inh pilot replicates=2.0;Spn MK inh pilot replicates=0.0;Spn DPM-DC inh pilot screen %=0.0
CCC(C)Nc1nc(OC)nc(N(C)C#N)n1 (centres undefined),i,1.0,2.3%,9.4%,-1.0%,-9.0%,0.2%,2.0,-3.2%,

# Later entries
SMILES,Spn DPM-DC inh,Spn PMK inh,LYP phosphatase,Alkaline phosphatase,HPDE-C7 cytotoxicity,HT1080 cytotoxicity,KRASV12 cytotoxicity,Spn MK inh,Bfl-1 inhibitors,others
COC(=O)[C@@H]1C2CCC(C(=O)Nc3ccccc3)(CC2)[C@@H]1C(=O)OC,i,0.0,.,10.4%,-6.0%,7.5%,-2.3%,6.0,-0.2%,
O=C(CCCNS(=O)(=O)c1cccc2nsnc12)NCc1ccc(F)cc1,i,13.0,5.7%,-1.8%,-4.5%,-3.8%,-1.5%,6.0,6.4%,
CCCCn1c(CN2CCN(CCO)CC2)nc2ccccc21,i,0.0,3.7%,11.1%,0.7%,-2.2%,9.9%,0.0,0.8%,Spn PMK inh pilot replicates=2.0;Spn MK inh pilot replicates=3.0;Spn DPM-DC inh pilot screen %=0.0
CCCSc1nc2c(c(=O)n1-c1ccc(OCC)cc1)SCC2,i,0.0,1.7%,9.3%,-10.0%,-2.3%,-4.1%,7.0,-7.2%,
O=C(CSc1ncn[nH]1)c1ccc2c(c1)OCO2,i,4.0,8.3%,18.4%,-10.3%,2.1%,-6.8%,11.0,-2.7%,
